Assay outcomes as filed in PubChem BioAssay.
INS-1E GSIS act – primary screen for activators of insulin secretion dependent on glucose, INS-1E cells, GLuc reporter luminescence | INS-1E GLuc reporter insulin secretion, 2-3 h | activation, % at 16.6 µM | hit rate 0.61% among 370,000 | AID 743287;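 active = lowest replicate activation of at least 40%, so every replicate reaches that level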;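 note: 0% = median of neutral control wells and 100% = median of IBMX positive control wells; some compounds called inactive have numbers as strong as hits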
DENV2 CPE rescue – inhibitors of DENV2 cytopathic effect; DENV2-infected cells, cytopathic effect rescue, plate reader; CPE inhibition, % at 9.99 µM; hit rate 1.7% among 350,000; AID 651640; in the data active = CPE inhibition above about 20%, passing the limit was not always enough; inconclusive = no clear call, values can overlap the other calls; tested in BHK-21 cells;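 note: 0% = median of neutral control wells and 100% = median of positive control wells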
CFTR F508del cor – CFTR F508del correction in bronchial cells; CFBE cells, YFP halide quenching; stimulated with forskolin plus potentiator P3; % fluorescence drop versus neutral controls; activity (quench increase), % at 7.58 µM; hit rate 0.36% among 350,000;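 active = mean added fluorescence quench of at least 8% versus neutral control, with both replicates also reaching 8%; inconclusive = only one of the mean or replicate conditions met; inactive = mean below 8% and not both replicates reaching 8%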;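 note: cells transiently co-express mutant CFTR-F508del with the halide-sensitive YFP; corrector assay measuring rescue of mutant channel to the surface after 24 h compound exposure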
FN deposition inh – fibronectin deposition inhibition; hit rate 0.086% among 350,000; AH1F fibroblasts, Alexa488-fibronectin deposition fluorescence, overnight; inhibition, % at 12.6 µM; AID 743247;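 active = mean inhibition across replicates of 30% or more, regardless of how many single replicates reach that level; inconclusive = mean under 30% yet at least half of replicates reach 30%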;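 note: positive control wells lacked labelled fibronectin entirely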
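Assay system: AH1F fibroblasts / Quantity: 10000 cells per well / Medium: DMEM plus 2% serum, read in PBS / Reagent: labelled fibronectin 24 nM / Dosing: single dose, pinned / Times: 1 h cell attachment, overnight exposure to compound and label / Signal: fluorescence, ex 485 nm, em 525 nm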
EWS-Fli inh – blocks EWS/Fli oncoprotein-driven transcription; hit rate 0.67% among 350,000; AID 651661; A673 NR0B1-luciferase reporter, viability-normalised; inhibition, % at 12.6 µM;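 active = mean inhibition of at least 50% after viability correction, with every replicate also passing that limit; inconclusive = mean reaches 50% but only one of two replicates passes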;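 note: firefly luciferase signal divided by Alamar Blue viability fluorescence both relative to DMSO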
miR-122 sensor – miR-122 inhibition in Huh7 cells. activation (reporter increase), % at 12.5 µM. hit rate 0.3% among 340,000. Huh7 miR-122 Renilla luciferase sensor, 48 h; neutral wells = 0, positive control = 100;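 active = mean replicate activation score at least 90 and every replicate individually at or above 90; inconclusive = only one of the two criteria met; inactive = neither criterion met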;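 note: higher luciferase means less miR-122 activity so hits act as miR-122 inhibitors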
PAX8 inh HTS – PAX8 transcriptional activity inhibition; AID 652154; inhibition, % at 12.6 µM; RMG-I TPO-luciferase reporter, SteadyGlo, 24 h; hit rate 1.2% among 360,000;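 active = mean replicate inhibition at least 60% with every replicate also reaching 60%; inconclusive = only one of the two criteria is met; inactive = mean below 60% and not all replicates reaching 60%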;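 note: luciferase light reporting Pax8 driven TPO promoter activity; plate controls were median of neutral control wells for no effect and mitoxantrone controls for full effect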
The depositor's hits bear a star; u = inconclusive; x = not tested or not shown; [ ] = dose if it differs, or a comment.

SMILES | INS-1E GSIS act | DENV2 CPE rescue | CFTR F508del cor | FN deposition inh | EWS-Fli inh | miR-122 sensor | PAX8 inh HTS
CCOC(=O)C1(Cc2ccccc2Cl)CCN(C(=O)CN2CCOC2=O)CC1 | -17 | -5 | -2.9 | -4 | -110 | 1 | -154
O=C(N[C@H]1CC[C@H](CCn2cc(-c3ccccn3)nn2)O[C@@H]1CO)c1cccnc1 | 5 | -1 | -0.3 | x | 1 | x | -3
O=C(CNC(=O)c1ccco1)OCC(=O)c1ccc([N+](=O)[O-])cc1 | -3 | -6 | 2.1 | 5 | 16 | -6 | 13
O=C(COC(=O)Cc1ccccc1F)Nc1ccccc1[N+](=O)[O-] | 6 | -3 | 0.2 | -8 | 1 | -12 | 8
CCC(C(=O)NCc1ccccc1)n1c(-c2cccs2)nc2ccccc21 (stereo not given) | -22 | -10 | 4.1 | 5 | 4 | x | -18
CCN1C(=O)c2cccc3c(S(=O)(=O)NCC4CCCO4)ccc1c23 (stereo not given) | -21 | 1 | -2.3 | 7 | 21 | x | 2
Cc1cccc(CN(C)C)c1CC(O)(c1ccccc1)c1ccccc1 | -3 | -1 | -2.7 | 2 | -2 | x | -15
COCC(=O)N1CCC2(CC1)CN(Cc1ccccc1Cl)[C@@H](CO)c1[nH]c3cc(OC)ccc3c12 | -17 | 1 | 1.9 | -2 | -3 | x | -4
O=C(CCc1ccccc1)NCCc1cccs1 | -3 | -2 | 2.2 | x | -14 | x | -63
Cc1cccc(NC(=O)CCS(=O)(=O)c2cc3c(cc2Cl)NC(=O)CO3)c1 | -3 | -7 | 2.6 | 7 | -9 | 3 | -29
O=C(Nc1cc(Cl)ccc1-n1cncn1)c1cncc(Br)c1 | 24 | 3 | 0.3 | 4 | 7 | 10 | 16
O=C(Nc1ccncc1)c1cc(-c2ccccn2)nc2ccc(Br)cc12 | -7 | -2 | 1.4 | -1 | 17 | -5 | 7
COc1ccc(CCNC(=O)COC(=O)c2cc(Cl)nc(Cl)c2)cc1 | 12 | -1 | 1.3 | x | 12 | -3 | -3
Cn1cc(CN2CCN(Cc3ccccc3)CC2)c(-c2cccc(Cl)c2)n1 | -27 | -4 | 0.7 | -19 | 5 | x | 20
O=C(Nc1ccc(-n2cccn2)cc1)C1CCN(Cc2ccsc2)CC1 | 11 | 5 | 3.0 | 10 | x | x | -2
CCOC(=O)N1CCN(C(=O)/C=C/c2ccc(OC)c(OC)c2)CC1 | 3 | 0 | -2.6 | -3 | -20 | 1 | 11
CCn1c(SCC(=O)Nc2cccc(NC(C)=O)c2)nnc1C(C)C | x | x | x | -5 | x | -5 | 2
Cc1ccc(-c2ccc3c(c2)O[C@@H](CN(C)C(=O)C2CC2)[C@H](C)CN([C@@H](C)CO)S3(=O)=O)cc1 | -15 | -16 | -2.5 | 1 | 3 | 9[16.7 µM] | x
O=C(Cc1ccc(Br)cc1)NCCCn1ccnc1 | -9 | 5 | -1.1 | 5 | 6 | 3 | -10
CC1=NN(C(=O)c2cccc(Cn3nc(C)c([N+](=O)[O-])c3C)c2)C(O)(C(F)(F)F)C1 (stereo not given) | -5 | -4 | -1.5 | x | 6 | -8 | x
Cc1nc2nc(SCc3ccccc3)[nH]n2c(=O)c1CCC(C)C | 1 | -4 | -3.4 | -3 | 22 | 0 | -26
COc1ccc(CN(C)C[C@H]2Oc3ccc(NC(=O)C4CC4)cc3CC(=O)N([C@@H](C)CO)C[C@@H]2C)cc1 | 6 | -6 | -0.2 | x | -15 | -5[16.7 µM] | 6
C/C(=N\NC(=O)c1ccc(O)cc1)c1cccc(NC(=O)c2ccccc2C)c1 | 14 | 13 | 3.8 | x | -20 | 4 | -35
Cc1cc(=O)oc2cc(O[C@@H]3O[C@H](CO)[C@H](O)[C@H](O)[C@H]3O)ccc12 | -2 | -7 | 4.7 | -6 | 1 | -8 | -6

In a second layout: entries from further up.
The line under a structure holds: INS-1E GSIS act, DENV2 CPE rescue, CFTR F508del cor, FN deposition inh, EWS-Fli inh, miR-122 sensor, PAX8 inh HTS
COc1ccc(CCNC(=O)COC(=O)c2cc(Cl)nc(Cl)c2)cc1
 : 12, -1, 1.3, x, 12, -3, -3
Cn1cc(CN2CCN(Cc3ccccc3)CC2)c(-c2cccc(Cl)c2)n1
 : -27, -4, 0.7, -19, 5, x, 20
O=C(Nc1ccc(-n2cccn2)cc1)C1CCN(Cc2ccsc2)CC1
 : 11, 5, 3.0, 10, x, x, -2

Next structures:
SMILES | INS-1E GSIS act | DENV2 CPE rescue | CFTR F508del cor | FN deposition inh | EWS-Fli inh | miR-122 sensor | PAX8 inh HTS
O=C(C1CC1)N1CCCCN2[C@H](CO)[C@@H](c3ccc(-c4cccc(F)c4)cc3)[C@H]2C1 | -9 | -5 | 0.7 | x | -3 | -20[16.7 µM] | -2
O=S(=O)(Nc1ccc2nc(N3CCOCC3)sc2c1)c1ccccc1 | 21 | u | -3.3 | -2 | -89 | -2 | -179
CCSc1nc2ccc(N3C(=O)C4C5C=CC(C5)C4C3=O)cc2s1 (stereo not given) | 0 | x | x | 3 | -8 | x | -28
CC(=O)Nc1ccc(NC(=O)CCOc2cc(C)ccc2C)cc1 | 3 | -2 | -2.8 | 10 | -8 | 1 | 7
Cc1ccc(CCNc2ncnc(Cl)c2N)cc1 | -50 | 5 | -2.3 | 1 | -15 | x | -22
Cc1cccc(C)c1NC(=O)C(C1CC1)n1c(=O)c(-c2ccccc2)nc2ccccc21 (stereo not given) | -3 | -2 | -0.9 | -10 | 0 | x | 26
Cc1cccc(N/N=C/c2ccncc2)c1 | -12 | u | x | 3 | -95 | x | -137
Cc1ccc(S(=O)(=O)N2C[C@@H](O)COC[C@@H]3O[C@@H](CC(=O)NCCN4CCCCC4)CC[C@H]32)cc1 | 13 | -8 | 0.5 | -4 | -7 | -4[16.7 µM] | 3
Cn1c(CCN2CCN(c3ccccn3)CC2)nc2cc(NS(=O)(=O)c3ccc(Cl)cc3)ccc21 | -9 | 2 | -0.8 | 12 | x | -10 | 90*
O=C(Nc1ccc(N2CCCC2)cc1)c1cccc(Cl)c1Cl | x | -2 | 1.0 | -3 | -52 | 12 | -83
CCOCCc1nnc(NC(=O)CS(=O)(=O)c2ccc(C)cc2)s1 | 7 | 9 | -0.6 | -4 | -1 | -1 | -19
COc1ccc(-c2c(C(F)(F)F)nn(C)c2NC(=O)c2ccco2)cc1 | -5 | -1 | 1.7 | -2 | -5 | x | -28
CC(=O)N1CCN(C(=O)c2ccc(C)c(S(=O)(=O)N3CCCCC3)c2)CC1 | 22 | 9 | 0.8 | 7 | -3 | x | 6
Cc1ccc(OCC(=O)NC2CC(C)(C)NC(C)(C)C2)cc1C | 7 | 4 | -2.2 | -3 | -4 | 5 | -2
C=CCNc1oc(-c2cccc(Cl)c2)nc1C#N | -19 | 5 | 0.7 | -7 | -12 | 5 | 12
CCN(CC)C(=O)[C@H]1C[C@H](CC(=O)NCCCn2ccnc2)C(=O)N2CCc3c([nH]c4ccc(Cl)cc34)[C@]12C | 0 | u | -1.2 | -17 | -2 | -1 | -12
CCOc1ccc(NC(=O)N(c2ccccc2)c2ccccc2)cc1 | -8 | 2 | -0.1 | 5 | -5 | 4 | -13
C[C@H](CO)N1C[C@H](C)[C@@H](CN(C)C(=O)NC2CCCC2)Oc2cc(-c3cncnc3)ccc2S1(=O)=O | -4 | 17 | -1.9 | 0 | -16 | -2[16.7 µM] | 4
Cc1noc(C)c1NC(=O)N(C)C[C@@H]1Oc2c(NS(C)(=O)=O)cccc2C(=O)N([C@@H](C)CO)C[C@H]1C | 10 | 5 | 1.5 | x | 0 | -2[16.7 µM] | x
CCCC(=O)N1CCC1(C)C(=O)Nc1cccc(OC(C)C)c1 (stereo not given) | x | 3 | 3.5 | 6 | 8 | -4 | 23
COc1ccc(/C=C/C(=O)O)cc1Cl | 10 | 6 | -2.9 | -10 | 3 | -1 | 6
CC(=O)Nc1ccc(S(=O)(=O)NC2CC2)cc1 | -7 | 6 | 0.3 | 1 | -3 | -2 | 38
CC(=O)c1ccc(-c2ccc(C(=O)Nc3nc(C)c(C(C)=O)s3)o2)cc1 | 1 | -11 | -1.4 | -2 | -23 | -3 | -6
CCCc1c(C(=O)OCC)[nH]c2c1C(=O)CCC2 | 7 | 1 | 0.2 | 9 | -10 | 2 | -6
O=C(Nc1ccc(Cl)cc1)C1Cc2c(-c3ccccc3)ccnc2O1 (stereo not given) | x | u | -0.7 | 1 | 9 | 1 | 1
Cc1cccc(C)c1OCc1nc2ccccc2c(=O)n1/N=C/c1ccc(OCC(=O)O)cc1 | 7 | x | x | -11 | x | x | -4
N/C(=N\c1nc2ccccc2o1)NC(=O)/C=C/c1ccccc1 | -2 | -1 | -1.9 | -12 | -11 | x | -2
Cc1ccc2nc(Cl)c(C3CC(c4cccs4)=NN3S(C)(=O)=O)cc2c1 (stereo not given) | -1 | 6 | 3.5 | -2 | -2 | x | 5
CN1C(=O)c2cc(NC(=O)c3ccccc3F)ccc2OC[C@@H]2O[C@@H](CC(=O)NCc3ccc4c(c3)OCO4)CC[C@H]21 | -8 | 4 | 2.4 | 0 | 6 | 27[16.7 µM] | -13
COc1ccc(/C=C2\SC(=O)N(CCC(=O)Nc3ccc(S(=O)(=O)Nc4nccs4)cc3)C2=O)cc1 | 5 | x | x | 3 | x | x | -75
O=C(CN1CCC(C(=O)c2ccc3c(c2)OCCO3)CC1)Nc1ccccc1C(F)(F)F | 9 | 1 | 0.5 | -6 | -3 | -2 | 4
Cc1ccc(/C=N/NC(=O)c2ccc3c(c2)OCCO3)s1 | -7 | 0 | 4.7 | -8 | -87 | x | -86
CCCCC1=CC2=C(c3ccco3)C(=O)C(C)(OC(=O)c3ccc(OC)cc3)C(=O)C2=CN1CC1CC1 (stereo not given) | x | 11 | 1.1 | 7 | -3 | 0 | 15
CCN(CC)S(=O)(=O)c1cnccc1N1CCN(c2cccc(Cl)c2)CC1 | -7 | x | x | -5 | x | -5 | 7
Nc1c(C(=O)Nc2ccccc2Cl)nnn1-c1ccc2c(c1)OCCO2 | 1 | 1 | 3.1 | 3 | -99 | x | -160
O=C(C1CCOCC1)N1CC(=O)N2[C@H](C1)[C@@H](c1ccc(C#CC3CC3)cc1)[C@@H]2CO | 0 | -2 | -0.4 | -4 | -2 | x | -15
COC(=O)c1cc(C(=O)N2CCN(c3cccc(C)c3C)CC2)cc([N+](=O)[O-])c1 | -11 | -7 | x | x | 56* | x | 25
COc1cc(C(=O)N(C)CCOc2ccc(C)cc2)ccc1OC1CCN(C(C)=O)CC1 | x | 1 | -1.0 | -5 | 2 | 0 | -12
O=C(CSc1nc2[nH]ncc2c(=O)[nH]1)Nc1cccc([N+](=O)[O-])c1 | -7 | 13 | 0.9 | 0 | 3 | x | -6

Three records picked at random from the list so far, as already listed:
SMILES | INS-1E GSIS act | DENV2 CPE rescue | CFTR F508del cor | FN deposition inh | EWS-Fli inh | miR-122 sensor | PAX8 inh HTS
COc1ccc(/C=C2\SC(=O)N(CCC(=O)Nc3ccc(S(=O)(=O)Nc4nccs4)cc3)C2=O)cc1 | 5 | x | x | 3 | x | x | -75
COc1ccc(CCNC(=O)COC(=O)c2cc(Cl)nc(Cl)c2)cc1 | 12 | -1 | 1.3 | x | 12 | -3 | -3
Cc1cccc(CN(C)C)c1CC(O)(c1ccccc1)c1ccccc1 | -3 | -1 | -2.7 | 2 | -2 | x | -15
